# Assay outcomes from PubChem.
# SUMO HTRF inh = SUMOylation inhibition; HTRF SUMOylation assay, SAE1/SAE2 + UBC9, in vitro; inhibition, % at 35 µM; 0.36% of 290,000 active; in the data active means inhibition above about 50%, passing the limit was not always enough; further: strong numbers were not always called active
# Target sequence (P63279 whole entry, looked up): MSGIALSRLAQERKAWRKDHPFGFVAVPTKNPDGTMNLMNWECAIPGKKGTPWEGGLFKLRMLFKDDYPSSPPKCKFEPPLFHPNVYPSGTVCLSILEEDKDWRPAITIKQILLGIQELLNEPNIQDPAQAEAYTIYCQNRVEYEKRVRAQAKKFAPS
# IDE act = boosts human insulin-degrading enzyme activity in HEK cells; FAbeta-B cleavage, fluorescence polarization; 0% vehicle, 100% cell-free pure enzyme wells; P14735; activation, % at 5.96 µM; 0.073% of 340,000 active;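 active means activation above the mean of all tested compounds plus 3 SD, set per screening campaign, cut at about 17% in these data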
# IMP-1 inh = inhibitors of Pseudomonas aeruginosa IMP-1 metallo-beta-lactamase; AID 1556; purified IMP-1, nitrocefin hydrolysis, epi-absorbance fluorescence; inhibition, % at 5.6 µM; 0.45% of 290,000 active;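 active means inhibition above the mean plus 3 SD of all compounds in the same screening run, cut at about 4.5% in these data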;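 further: 0% = IMP-1 with DMSO and 100% = DMSO wells lacking enzyme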
#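 System: Purified IMP-1 | Read-out basis: Percent enzyme inhibition | Controls: IMP-1 with DMSO as 0%, enzyme-free DMSO as 100% | Replicates: One well per compound | Doses: 5.6 µM nominal single concentration | Detection: Epi-absorbance fluorescence, 480 nm excitation, 530 nm emission | Incubation: 25 °C, 15 min preincubation, 25 min reaction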
# FID counter = counter-screen for HCV NS3 helicase inhibitors: DNA intercalator displacement; DNA fluorescent intercalator displacement, fluorescence; inhibition, % at 7.9 µM; 0.17% of 290,000 active; in the data active means inhibition above about 37%;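 further: 0% = vehicle and 100% = reference compound; higher means more ethidium bromide displaced from hairpin DNA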
# NS3 helicase inh = HCV NS3 helicase inhibition. NS3 helicase DNA unwinding, Cy5 molecular beacon fluorescence. 0.56% of 290,000 active. inhibition, % at 10.9 µM;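 active means inhibition above the mean of all tested compounds plus 3 SD, set per campaign, cut at about 35% in these data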;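 further: 0% = DMSO wells and 100% = thioflavine S control wells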
#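 Compound dosing – single dose, 10.9 µM nominal final, DMSO 0.8% final · System – NS3 helicase fragment of HCV · Buffer or medium – MOPS pH 6.5, MgCl2, DTT, Tween20, BSA · Signal – Cy5 beacon fluorescence read at start and 1 h · Also added – annealed dual-labelled DNA beacon duplex, ATP-started · Schedule – 1 h at 25 °C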
# MEKK3 PB1 HTS = raises or lowers MEK5 binding to the human MEKK3 PB1 domain. 1.4% of 290,000 active. binding response (% of control), % at 10 µM. bead-based flow cytometry, Alexa488-MEK5 binding to MEKK3; actives lie on both sides; 0 = blocked by unlabeled MEK5, 100 = vehicle. AID 1529. Q99759;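 active means binding response more than 3 SD above or below the average of its plate-row segment, actives on both sides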;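 further: Alexa488 bead fluorescence after subtracting the streptavidin-only scavenger bead signal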
# Target sequence (Q99759 whole entry, looked up, the tested form may be a part): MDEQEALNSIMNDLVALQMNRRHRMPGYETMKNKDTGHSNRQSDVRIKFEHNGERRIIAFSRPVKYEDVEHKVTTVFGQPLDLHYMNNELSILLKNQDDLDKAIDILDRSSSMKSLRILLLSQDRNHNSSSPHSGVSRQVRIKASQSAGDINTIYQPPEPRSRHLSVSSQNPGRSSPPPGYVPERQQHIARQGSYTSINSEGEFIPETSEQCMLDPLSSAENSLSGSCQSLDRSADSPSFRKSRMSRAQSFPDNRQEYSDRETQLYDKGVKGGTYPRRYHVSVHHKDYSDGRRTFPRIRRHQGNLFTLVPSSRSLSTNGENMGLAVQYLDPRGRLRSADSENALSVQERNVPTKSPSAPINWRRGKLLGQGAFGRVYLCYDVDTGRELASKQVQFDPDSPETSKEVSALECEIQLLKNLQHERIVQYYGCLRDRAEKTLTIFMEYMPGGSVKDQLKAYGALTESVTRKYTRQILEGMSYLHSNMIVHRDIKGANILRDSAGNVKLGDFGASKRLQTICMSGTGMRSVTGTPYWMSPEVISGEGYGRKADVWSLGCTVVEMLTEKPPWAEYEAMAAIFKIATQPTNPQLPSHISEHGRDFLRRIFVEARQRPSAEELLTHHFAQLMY
# PHOSPHO1 block = inhibitors of human PHOSPHO1 phosphatase. Q8TCT1. recombinant PHOSPHO1, absorbance phosphatase assay. inhibition, % at 13.3 µM. 1.1% of 290,000 active. AID 1565; in the data active means inhibition above about 60%
# Target sequence (Q8TCT1 whole entry, looked up): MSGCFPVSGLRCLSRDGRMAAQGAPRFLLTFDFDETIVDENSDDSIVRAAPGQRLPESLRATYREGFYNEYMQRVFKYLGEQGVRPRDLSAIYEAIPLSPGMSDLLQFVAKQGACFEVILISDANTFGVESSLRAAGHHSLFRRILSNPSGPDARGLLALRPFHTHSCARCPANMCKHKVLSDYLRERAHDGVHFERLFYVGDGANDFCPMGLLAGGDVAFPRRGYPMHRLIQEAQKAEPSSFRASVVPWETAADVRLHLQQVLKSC
# pCIP destab = compounds decreasing mouse p/CIP protein stability | F442A p/CIP-EGFP cells, EGFP fluorescence, 16 h | decrease of EGFP signal, % at 10 µM | 0.01% of 290,000 active | AID 1984;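 active means EGFP signal decrease of at least 30% at 10 µM or well 3 SD below plate mean, unless failing retest; inactive means the rest, including hits failing retest or dose response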; further: some compounds called inactive have numbers as strong as hits; many of its hits are not listed in these tables
# VIM-2 inhibitor = blocks Pseudomonas aeruginosa VIM-2 metallo-beta-lactamase | purified VIM-2, nitrocefin hydrolysis, epi-absorbance fluorescence | inhibition, % at 5.6 µM | 0.89% of 290,000 active;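 active means inhibition above the mean of all tested compounds plus 3 SD, cutoff set per screening run, cut at about 7.5% in these data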;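 further: red hydrolysis product quenches plate fluorescence so inhibitors raise well fluorescence; 0% = enzyme with DMSO and 100% = DMSO without enzyme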
# * marks the source's active call; other numbers are inactive results; x = not tested or not shown. The list is partial (hit frequency here may not be typical).
nr | canonical_smiles | SUMO HTRF inh | IDE act | IMP-1 inh | FID counter | NS3 helicase inh | MEKK3 PB1 HTS | PHOSPHO1 block | pCIP destab | VIM-2 inhibitor
1 | CC1(C)Cc2c(c(=S)nc(-c3ccccc3)n2CCO)CO1 | 28 | -6 | 2.2 | 6 | 2 | 105 | 29 | -3 | 0.9
2 | Cc1ccc(NC(=O)C2CCCN(S(=O)(=O)c3c(C)noc3/C=C/N(C)C)C2)c(C)c1 (configuration not stated) | 8 | 0 | -0.9 | -34 | 5 | 101 | 23 | -9 | -1.0
3 | O=S(=O)(NCc1ccco1)c1ccc(S(=O)(=O)N2CCCC2)cc1 | -5 | 8 | -3.4 | 1 | 7 | 87 | 1 | -3 | -4.2
4 | COc1ccc2cc(-c3ccn[nH]3)ccc2c1 | -6 | -1 | -2.4 | -4 | -3 | 90 | 33 | 8 | -2.4
5 | CCOC(=O)CNC(=S)N(Cc1ccccc1)Cc1ccccc1F | -4 | -1 | -1.7 | -15 | -15 | 99 | 21 | 3 | -2.0
6 | N/C(=N\OC(=O)C1CCCCC1)c1cccc([N+](=O)[O-])c1 | 33 | 6 | 0.0 | 1 | -1 | 101 | 16 | -8 | -5.5
7 | CCOc1ccccc1C1CC(=O)NC2=C1C(=O)CCC2 (configuration not stated) | 4 | 3 | -1.6 | -2 | 2 | 104 | 13 | -5 | -4.3
8 | COC(=O)CSc1nnc(CNC(=O)Cc2ccccc2)n1-c1ccccc1OC | -2 | 5 | -3.8 | -19 | 0 | 109 | 16 | -11 | -4.3
9 | Cn1c(N)c(C(=O)COC(=O)c2ccccn2)c(=O)n(C)c1=O | 10 | 2 | -1.0 | -2 | 5 | 100 | 28 | 0 | -2.3
10 | CC(C)C(=O)c1cn(CC(=O)O)c2ccccc12 | 16 | 7 | -3.0 | -2 | 4 | 102 | 10 | -22 | -3.0
11 | CC(C)Cc1ccc(C(=O)Nc2ccc(Cc3ccncc3)cc2)o1 | 5 | -3 | -3.5 | -27 | -11 | 102 | 34 | -7 | -2.4
12 | O=C(CN1CCN(Cc2cccc(Cl)c2)C1=O)NCc1cccs1 | 19 | 0 | -2.4 | -14 | 3 | 103 | 4 | 1 | -2.8
13 | CC1(C)CC(=O)c2sc(NC(=O)C3CC3)nc2C1 | 10 | -2 | -0.9 | 1 | -2 | 102 | -15 | -9 | -0.9
14 | S=c1[nH]nc(-c2cccnc2)n1/N=C/c1ccccc1 | 10 | -4 | -4.0 | -9 | -15 | 101 | 24 | -9 | 0.8
15 | Cc1cccc(OCCOCCN2CCOCC2)c1C | 18 | -1 | -5.3 | 2 | 8 | x | 15 | -3 | -1.0
16 | CC(C)Oc1ccc(C2CC(=O)N(c3cccc(Br)c3)C2=O)cc1 (configuration not stated) | 9 | x | -2.3 | -28 | 1 | 104 | 32 | -18 | -2.4
17 | CC(=O)c1cccc(NC(=O)C2=CC(c3cccs3)=NS(=O)(=O)N2C)c1 | x | 2 | -1.6 | -4 | -3 | 102 | 41 | -7 | 1.5
18 | O=C(N/N=C\c1cccc(F)c1)c1ccc(Cn2cc(Br)c([N+](=O)[O-])n2)o1 | 20 | 5 | 0.0 | 0 | -3 | 100 | -37 | 5 | -2.9
19 | O=C1CC(c2ccc(Cl)c(Cl)c2)CC(O)=C1C=NCCN1CCNCC1 (configuration not stated) | -7 | x | 0.0 | 9 | -12 | 103 | 9 | -6 | -0.8
20 | Cc1nn(CCc2n[nH]c(=S)n2-c2ccc(F)c(Cl)c2)c(C)c1[N+](=O)[O-] | 6 | 0 | -1.8 | -2 | 1 | 101 | -9 | -9 | 9.7*
21 | O=C(CSc1nnc(-c2ccc(Cl)cc2)n1-c1ccc(Cl)cc1)N/N=C/c1ccccc1C(=O)O | 6 | x | -3.2 | -37 | -9 | 103 | 32 | 3 | -5.7
22 | Cc1cc(C)cc(NC(=O)N2CCC(NC(=O)c3ccccc3C)CC2)c1 | -34 | 0 | -0.7 | -20 | -3 | 107 | -12 | -31 | 1.2
23 | O=C(O)C1C(C(=O)Nc2ccc(Cl)cc2)C2C=CC1C21CC1 (configuration not stated) | 15 | 2 | -4.1 | -3 | -7 | 100 | 49 | -13 | -1.4
24 | Cc1c(C(=O)NCc2ccccc2)oc2ccc(S(=O)(=O)N3CCC4(CC3)OCCO4)cc12 | -6 | -2 | -3.4 | -38 | -8 | 107 | 17 | 0 | -1.7
25 | N#Cc1ccccc1Cn1c(=O)oc2ccccc21 | 12 | -3 | 0.1 | -5 | -7 | 90 | 39 | 5 | 1.4
26 | O=C(Nc1ccccc1)OCc1cncs1 | -5 | 0 | -3.0 | -4 | 3 | 93 | 8 | 3 | -4.9
27 | Cc1occc1C(=O)N1CCCc2ccccc21 | 27 | 8 | -0.5 | -2 | 2 | 99 | -3 | -15 | 0.4
28 | N#CC1CC(c2ccccc2)=NN1c1ccccc1[N+](=O)[O-] (configuration not stated) | -10 | 3 | -0.6 | -1 | 20 | 77 | -20 | 18 | 2.0
29 | COc1cc(C(O)c2nc3ccccc3n2C)cc(OC)c1OC (configuration not stated) | 5 | -2 | 1.9 | -12 | -1 | 100 | 17 | -3 | -0.1
30 | COc1ccc(OC)c2c1sc(=NC(=O)CN1C(=O)CCC1=O)n2C | 3 | x | -2.8 | 0 | 2 | 117 | -5 | -14 | -3.1
31 | Cc1cccc(NC(=O)Cn2c([N+](=O)[O-])cnc2C)c1C | 14 | x | -2.8 | 0 | 8 | 136* | -9 | -17 | 0.4
32 | O=C(NCC(c1cccnc1)N1CCN(c2ccc(F)cc2)CC1)c1ccco1 (configuration not stated) | -4 | 5 | -2.8 | -16 | 1 | 99 | 32 | -10 | -3.4
33 | O=S(=O)(c1ccc(NC(=S)N2CCN(c3ccc(O)cc3)CC2)cc1)N1CCOCC1 | 9 | x | -3.8 | -2 | 3 | 101 | -33 | -1 | -1.1
34 | COc1ccc(CN/C(C)=C(/C#N)C(N)=O)cc1OC | 10 | 2 | -2.9 | 0 | -6 | 100 | -10 | -4 | -1.9
35 | OCC1(Cc2ccccc2)CCN(Cc2cccc(F)c2F)CC1 | 6 | 8 | -2.3 | 3 | 12 | 101 | 23 | -2 | -1.4
36 | Cc1ccc2nc(NCCC(=O)O)nc(-c3ccccc3)c2c1 | 33 | 1 | -1.7 | -9 | 2 | 99 | 9 | -10 | -2.0
37 | Cc1c(Cl)cnc(NC(=O)COC(=O)CCC(=O)c2cccs2)c1Cl | -3 | 5 | -3.1 | -11 | 11 | 98 | -18 | -9 | -2.2
38 | Cc1ccc(N2CCN(/N=C/C=C/c3ccccc3)CC2)cc1 | -3 | 4 | -2.0 | 1 | -3 | 115 | 2 | 8 | 0.2
39 | CCCC(NC(=O)Cc1c(C)c2cc3c(C)c(C)oc3c(C)c2oc1=O)C(=O)N[C@@H](Cc1ccccc1)C(=O)O (some centres not stated) | 14 | 5 | -1.1 | -29 | 5 | 100 | 8 | 3 | 2.8
40 | O=C(CCSCCC(=O)NCc1ccc(F)cc1)NCc1ccc(F)cc1 | -10 | 1 | -4.6 | -5 | 3 | 103 | 0 | 8 | -4.2
41 | COc1cc(NS(=O)(=O)c2ccc(NC(=O)c3ccc(Cl)cc3Cl)cc2)ncn1 | 20 | 2 | 0.3 | -23 | 14 | 99 | 8 | -8 | -0.9
42 | O=C(O)[C@@H]1CCCN1S(=O)(=O)c1cccc(S(=O)(=O)N2CCC[C@H]2C(=O)O)c1 | 10 | 3 | -2.1 | -5 | 23 | 103 | -13 | -3 | -1.5
43 | Cc1ccc(NC(=O)COC(=O)CN2C(=O)NC3(CCCC3)C2=O)cc1S(=O)(=O)N(C)C | -8 | -1 | -1.2 | -21 | -5 | 89 | -3 | 15 | -4.4
44 | C=CCSC(=S)Nc1c(C)n(C)n(-c2ccccc2)c1=O | 14 | 6 | -1.4 | -3 | -4 | 105 | 8 | 3 | -2.6
45 | Cc1cccc(OCCOc2ccc(/C=N/NC(=O)Cc3nnc(N)s3)cc2)c1 | -24 | -1 | -1.6 | -4 | -4 | 109 | 18 | 4 | -0.1
46 | NC(CC(=O)O)c1cccc(OCc2ccccc2)c1 (configuration not stated) | 11 | 3 | -2.2 | 2 | 2 | 103 | -10 | -9 | -2.7
47 | O=C1CCN(Cc2ccccc2)CCN1CCOc1ccccc1 | 5 | 3 | -1.8 | -17 | 10 | 102 | 4 | -3 | 0.8
48 | CCOC(=O)c1cnc(-c2ccccc2)nc1N(C)C | 17 | 2 | -5.7 | -8 | -11 | 107 | 20 | -10 | 1.5
49 | Cc1ccc(C(=O)C(C)OC(=O)c2ccccc2[N+](=O)[O-])cc1 (configuration not stated) | -9 | 8 | -2.6 | -17 | -5 | 93 | -9 | 2 | -1.7
50 | COc1ccc(/C=C/C(=O)c2ccc(C)c([N+](=O)[O-])c2)cc1O | 5 | 0 | -0.3 | 6 | -8 | 99 | -41 | -2 | 0.1
51 | Cc1cc(C)c(Cn2ncn(-c3ccc(Br)cc3)c2=O)c(C)c1 | -3 | -2 | -0.2 | -5 | -9 | 106 | 24 | 9 | 0.2
52 | CN(C)c1ccc(C(=O)OCC(=O)N2CCCCCC2)cc1 | 8 | 4 | -3.5 | -16 | 4 | 95 | 24 | -7 | -2.2

# Entries listed so far containing a COOH group, in the order listed:
nr | canonical_smiles | SUMO HTRF inh | IDE act | IMP-1 inh | FID counter | NS3 helicase inh | MEKK3 PB1 HTS | PHOSPHO1 block | pCIP destab | VIM-2 inhibitor
10 | CC(C)C(=O)c1cn(CC(=O)O)c2ccccc12 | 16 | 7 | -3.0 | -2 | 4 | 102 | 10 | -22 | -3.0
21 | O=C(CSc1nnc(-c2ccc(Cl)cc2)n1-c1ccc(Cl)cc1)N/N=C/c1ccccc1C(=O)O | 6 | x | -3.2 | -37 | -9 | 103 | 32 | 3 | -5.7
23 | O=C(O)C1C(C(=O)Nc2ccc(Cl)cc2)C2C=CC1C21CC1 (configuration not stated) | 15 | 2 | -4.1 | -3 | -7 | 100 | 49 | -13 | -1.4
36 | Cc1ccc2nc(NCCC(=O)O)nc(-c3ccccc3)c2c1 | 33 | 1 | -1.7 | -9 | 2 | 99 | 9 | -10 | -2.0
39 | CCCC(NC(=O)Cc1c(C)c2cc3c(C)c(C)oc3c(C)c2oc1=O)C(=O)N[C@@H](Cc1ccccc1)C(=O)O (some centres not stated) | 14 | 5 | -1.1 | -29 | 5 | 100 | 8 | 3 | 2.8
42 | O=C(O)[C@@H]1CCCN1S(=O)(=O)c1cccc(S(=O)(=O)N2CCC[C@H]2C(=O)O)c1 | 10 | 3 | -2.1 | -5 | 23 | 103 | -13 | -3 | -1.5
46 | NC(CC(=O)O)c1cccc(OCc2ccccc2)c1 (configuration not stated) | 11 | 3 | -2.2 | 2 | 2 | 103 | -10 | -9 | -2.7
